Assay outcomes from PubChem BioAssay.
OXTR potentiator = human OXTR potentiation; P30559; AID 2445; hit rate 0.061% among 320,000; activation, % at 3 µM; CHO-OTR cells, Fluo-8 calcium fluorescence, potentiator mode; 0% = oxytocin EC15, 100% = EC100;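 active means activation above that plate's cutoff, the mean activation of tested compounds plus 3 SD, cut at about 6.6% in these data, passing the limit was not always enough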;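 further: 100% uses oxytocin at 75 nM as the full agonist control; some results filed as inactive read as strong as hits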
Target sequence (P30559 whole entry, looked up): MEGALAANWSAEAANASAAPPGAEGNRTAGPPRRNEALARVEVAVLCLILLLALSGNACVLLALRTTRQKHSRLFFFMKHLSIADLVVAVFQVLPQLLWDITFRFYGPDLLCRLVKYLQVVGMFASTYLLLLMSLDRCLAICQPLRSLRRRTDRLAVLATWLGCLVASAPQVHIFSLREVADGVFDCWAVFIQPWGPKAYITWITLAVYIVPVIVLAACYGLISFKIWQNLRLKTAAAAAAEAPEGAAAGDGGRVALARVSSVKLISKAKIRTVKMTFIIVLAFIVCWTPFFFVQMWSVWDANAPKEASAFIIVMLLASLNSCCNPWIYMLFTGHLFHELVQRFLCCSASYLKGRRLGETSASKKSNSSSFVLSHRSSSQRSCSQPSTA
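Assay system: CHO cell line stably expressing human OTR. Reagent: EC15 oxytocin agonist. Dosing: single dose, 3.0 µM nominal final compound concentration. Timing: compound 6 min at room temperature before oxytocin, 100 s read. Signal: kinetic Fluo-8 calcium fluorescence. Controls: oxytocin EC15 low and EC100 high.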
CHRM1 PAM = human CHRM1 positive allosteric modulation | AID 588819 | P11229 | CHO-K1 hM1, Fluo-8 calcium fluorescence, ACh EC20; 0% = ACh EC20, 100% = maximal ACh | hit rate 0.088% among 360,000 | activation, % at 3 µM; in the data active means activation above about 19%, passing the limit was not always enough
CHO parental Ca = counter-screen: ATP calcium response change in parental CHO cells | hit rate 0.63% among 330,000 | inhibition, % at 5.6 µM | parental CHO-K1, ATP-induced calcium, Fluo-8 fluorescence;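 active means inhibition above that plate's mean sample inhibition plus 3 SD, cut at about 26% in these data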;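 further: 0% = ATP-challenged DMSO wells and 100% = DMSO wells without ATP; some compounds past the cut are filed as inactive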
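Assay system: untransfected parental CHO cell line. Also added: ATP agonist challenge. Dosing: one dose, 5.6 µM nominal. Measured by: Fluo-8 fluorescence. Read-out: % inhibition. Benchmarks: ATP wells versus no-ATP DMSO wells. Repeats: no replicates.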
OXTR ag = human OXTR agonism; P30559; CHO-OTR cells, Fluo-8 calcium fluorescence; normalized: DMSO 0%, oxytocin 100%; activation, % at 3 µM; hit rate 0.32% among 320,000; AID 2435;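 active means activation above the mean of all tested compounds plus 3 SD, cutoff set per screening run, cut at about 20% in these data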;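 further: peak over basal fluorescence ratio from a 100 s FLIPR kinetic read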
CHRM1 agonist = human M1 muscarinic receptor agonism | P11229 | CHO-K1 hM1, Fluo-8 calcium fluorescence, agonist mode; 0% DMSO, 100% acetylcholine EC100 | activation, % at 3 µM | hit rate 0.33% among 360,000;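 active means activation above the run's mean compound activation plus 3 SD, cut at about 16% in these data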;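 further: peak over basal fluorescence ratio within a 140 s kinetic read after compound addition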
TAAR1 antagonist = antagonists of human TAAR1 | Q96RJ0 | CHO RD-HGA16 TAAR1, Fluo-8 calcium fluorescence, antagonist | inhibition, % at 3 µM | hit rate 1.5% among 360,000;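 active means inhibition above a per-plate cutoff, the mean inhibition of test compounds on that plate plus 3 SD, cut at about 49% in these data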;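 further: 0% = DMSO plus EC80 beta-PEA response and 100% = DMSO alone without agonist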
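test system = CHO RD-HGA16 cells bearing hTAAR1 | replication = singlicate | controls = DMSO-only wells and EC80 β-PEA-stimulated wells | reagent = EC80 β-phenethylamine stimulus | read-out basis = percent inhibition of PEA-evoked calcium signal, max/basal emission ratio | schedule = seeding 17-24 h prior, 75-min 37 °C, 30-min RT dye loading | signal = kinetic Fluo-8 calcium fluorescence measurement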
V1R ag counter = activates human V1a receptor in oxytocin agonist counter-screen | P37288 | CHO-V1R cells, Fluo-8 calcium fluorescence, agonist mode; 0% DMSO, 100% 3 nM vasopressin | activation, % at 3 µM | hit rate 0.25% among 320,000;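 active means activation above the mean activation of all tested compounds plus 3 SD, per screening run, cut at about 20% in these data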;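 further: signal is peak over basal fluorescence ratio across a 100 second FLIPR read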
Target sequence (P37288 whole entry, looked up): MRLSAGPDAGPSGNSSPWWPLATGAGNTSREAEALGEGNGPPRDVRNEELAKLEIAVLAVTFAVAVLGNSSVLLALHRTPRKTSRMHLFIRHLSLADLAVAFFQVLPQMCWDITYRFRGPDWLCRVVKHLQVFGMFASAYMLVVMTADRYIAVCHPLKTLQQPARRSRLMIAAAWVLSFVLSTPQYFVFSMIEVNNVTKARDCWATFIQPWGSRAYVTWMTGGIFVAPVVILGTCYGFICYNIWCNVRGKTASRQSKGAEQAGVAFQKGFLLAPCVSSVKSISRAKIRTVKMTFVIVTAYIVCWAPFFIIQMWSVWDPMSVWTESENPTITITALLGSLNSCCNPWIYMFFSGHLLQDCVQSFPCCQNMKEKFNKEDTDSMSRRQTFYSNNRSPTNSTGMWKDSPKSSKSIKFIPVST
CHRM1 antagonist = human CHRM1 antagonism | hit rate 1.3% among 360,000 | CHO-K1 hM1, Fluo-8 calcium fluorescence, ACh EC80 antagonist | AID 588852 | inhibition, % at 3 µM | P11229;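 active means percent inhibition above its own plate's cutoff, namely the mean of that plate's compound wells plus 3 SD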;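 further: peak over basal fluorescence ratio during 140 s after agonist addition; 0% = ACh EC80 plus DMSO and 100% = DMSO alone without agonist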
TAAR1 agonist = human TAAR1 agonism; Q96RJ0; CHO RD-HGA16 TAAR1, Fluo-8 calcium fluorescence; vehicle wells 0%, saturating PEA agonist 100%; hit rate 0.99% among 360,000; activation, % at 3 µM;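 active means activation above the mean activation of all test compounds in the run plus 3 SD, cut at about 38% in these data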
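Repeats: no replicates (n 1) | Material: CHO-derived RD-HGA16 cells with stable Gα16 and human TAAR1 | Technique: Kinetic Fluo-8 calcium fluorescence | Schedule: 17-24 h seeding, 75 min 37 °C dye, 30 min RT | Evaluation: % activation from peak over basal fluorescence ratio, DMSO-to-PEA scaled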
Starred values were filed as active, the others as inactive; · = not tested or not shown.

SMILES	OXTR potentiator	CHRM1 PAM	CHO parental Ca	OXTR ag	CHRM1 agonist	TAAR1 antagonist	V1R ag counter	CHRM1 antagonist	TAAR1 agonist
CCOc1ccccc1NC(=O)c1oc2ccccc2c1NC(=O)C1CC1	-11	6	-18	-1.0	-2	-32	0.2	-11	0
O=C(/C=C/c1cccs1)N1CCc2ccccc21	-3	8	-25	-2.5	-8	5	-1.4	-10	12
NC(=O)c1ccsc1NC(=O)COC(=O)COc1ccccc1F	-7	-1	-10	7.2	-1	13	7.3	-1	6
COCC1CCCN(C(=O)c2cc(COc3cccc4cccnc34)on2)C1 (configuration not stated)	1	3	-17	-1.5	-2	-27	-0.1	-5	2
Cc1cccc(C(=O)Nc2nnc(-c3ccco3)o2)c1	1	6	-6	0.3	-4	2	-0.1	-9	5
N#CC(C(=O)NC1CC1)c1nc2ccccc2nc1N1CCCC1 (configuration not stated)	-2	18	-19	-1.9	7	7	-0.7	-21	8
CCCCNC(=O)Nc1cnn(CC)c1C(N)=O	1	3	4	0.9	-2	2	0.7	-24	5
Cc1ccc(N2C(=O)C3ON(c4ccccc4)C(c4ccncc4)C3C2=O)cc1 (configuration not stated)	-2	7	-1	-0.6	-5	7	1.0	2	8
O=[N+]([O-])c1cc(/C=N/n2c(-c3ccncc3)n[nH]c2=S)ccc1Cl	-13	15	-11	0.3	13	-12	-0.2	-2	52*
CC1CCCCC1NC(=O)CN1CCN(S(=O)(=O)c2ccc(Br)s2)CC1 (configuration not stated)	-7	4	-13	1.9	0	6	5.0	1	-2
CC1CC(C)CN(CCCNC(=O)c2ccc3c(c2)NC(=O)CS3)C1 (configuration not stated)	4	-5	-7	0.7	-5	-7	-0.3	12	1
Nc1cccc(S(=O)(=O)Nc2ccc(SC(F)F)cc2)c1	-3	18	-2	2.4	3	-2	2.8	-24	6
COc1ccccc1CCC(=O)OCC(=O)Nc1c(Br)cc(C)cc1Br	-7	9	-18	-0.6	-5	-18	0.0	-3	-3
O=C(O)CC1c2ccccc2S(=O)(=O)N1Cc1ccccc1 (configuration not stated)	6	-1	-10	0.0	-3	5	0.2	10	6
FC(F)C(F)(F)C1=CC(c2ccccc2)=NCCN1	-6	4	5	1.6	-4	-9	1.3	-6	6
O=C(O)c1cc(NS(=O)(=O)c2ccc3ccccc3c2)ccc1O	-9	4	13	-1.2	-6	1	0.5	-4	-1
O=C(Nc1ncccc1Cl)c1cc2ccccc2o1	-5	7	-14	0.6	-2	-4	2.4	-10	-1
CSc1nc(Sc2ccccc2)c2ccccc2n1	-2	4	-17	-0.3	-3	3	-0.2	-5	14
NC(=O)c1cccc(-c2ccnc3c2CC(C(=O)NCCc2ccccc2)O3)c1 (configuration not stated)	·	10	·	·	3	-14	·	-13	8
Cc1c(CN2CCC(CO)(Cc3ccccc3)CC2)c2ccccc2n1C	-10	-14	-19	5.4	-11	0	3.6	3	7
O=C(Nc1cccnc1)c1cc(F)c(F)cc1Cl	4	-3	-1	0.7	-2	-19	1.5	10	8
Cn1c(CN2CCOCC2)nc2cc(NC(=O)c3ccccc3Cl)ccc21	-2	2	-9	0.2	-2	5	-0.3	11	-3
Cc1cccc(C(=O)OCC(=O)Nc2ccc(F)cc2)c1	-5	2	-1	1.0	-9	2	1.3	1	2
CCOC(=O)Cn1c(=O)sc2ccccc21	-1	6	-5	-1.1	-4	-1	-0.1	-10	5
CCOC(=O)CN(C(=O)CN1CCC(n2nnc3cc(C)ccc32)CC1)c1ccccc1	-12	3	-19	-1.9	-5	-17	-0.6	-34	3
CCSc1nnc(NC(=O)Cc2ccc(OC)c(OC)c2)s1	-7	3	-10	0.5	-2	-4	0.9	-2	13
COc1ccc(NC(=O)COc2ccccc2C(=O)NCC(c2ccccc2)N(C)C)cc1Cl (configuration not stated)	-11	-31	-12	6.7	-8	22	8.8	73*	22
Cc1nc2c(F)c(F)c(C(F)(F)F)c(F)c2[nH]1	-16	2	-17	7.0	0	10	3.0	-10	10
Cc1oc(-c2ccccc2Cl)nc1CS(=O)CC(=O)NCCc1ccccc1 (configuration not stated)	-7	11	-22	1.4	-9	-14	2.2	-13	38*
O=C(Nc1nsc(-c2ccccc2)n1)c1ccncc1	-2	-1	-8	-0.2	-1	-13	0.4	-19	13
CN(CC(O)CON=C1c2ccccc2-c2ccccc21)S(=O)(=O)c1ccc(Br)cc1 (configuration not stated)	-7	-14	-27	2.9	-2	37	1.8	12	7
CCC1=C(OC(=O)N(CC)CC)N2C(=O)OC(=NCC(=O)OC)[C@]2(C)[C@H]2C1=CC[C@H]1C(=O)N(CC(=O)OC)C(=O)[C@H]12	-7	-3	-14	0.0	-5	-8	-0.2	10	5
C=C1CCC[C@]2(C)C[C@H]3OC(=O)C(CNC(C)CCCC(C)C)[C@H]3CC12 (some centres not stated)	2	9	-7	-0.3	-3	-26	-0.4	-4	17
O=C(CSc1nnc2sc3ccccc3n12)c1ccco1	-2	3	-5	0.2	-7	-11	0.8	-1	2
O=C(COC(=O)c1cc(S(=O)(=O)N2CCOCC2)ccc1O)Nc1cc(S(=O)(=O)N2CCCC2)ccc1Cl	-14	8	6	0.3	-2	-32	0.4	-14	2
CCC(=O)Nc1cc2c(cc1C(=O)CC)OCCO2	-2	8	-10	-1.7	-3	-1	-0.8	-5	-4
O=C(COC(=O)/C=C/c1ccc(Cl)cc1)Nc1ccccc1	-6	5	8	1.2	-7	44	4.9	-3	62*
NC(=O)C1CCN(C(=S)NCCc2ccccc2)CC1	-1	11	-6	1.3	-5	-11	0.4	-11	1
COc1ccc2c(c1)O[C@H](c1ccc3c(c1)OCO3)[C@@H](OC(=O)N[C@H](C)C1CCCCC1)C2=O	-2	·	-35	-0.8	·	·	0.3	·	·
CCc1ccccc1NC(=O)CN1CCN(C(=O)c2cc(C3CC3)nn2-c2ccccc2)CC1	·	4	·	·	-7	-9	·	-11	-1
COc1ccc(-n2c(-c3ccc(Br)cc3)c[n+]3c2CCC3)cc1	-14	-30	-8	-0.4	-14	6	-0.3	17	11
COC(=O)c1[nH]c2c(c1C)C(=O)CCC2	-10	12	3	0.8	-2	3	0.7	-14	17
COc1ccccc1C(=O)C1CCCN(C(=O)c2ccco2)C1 (configuration not stated)	-12	-2	-8	-1.5	-2	-23	0.6	5	-4
CC1CCC(C(C)C)C(OP(=O)(c2ccccc2)C(O)c2ccncc2)C1 (configuration not stated)	-4	6	-6	-2.1	-3	1	-1.4	-1	8
C=CCc1ccccc1OCC(O)CN1CCN(C(=O)OCC)CC1 (configuration not stated)	-1	-21	-20	-0.2	43*	-6	1.5	28	2
O=C(COC(=O)C1=COCCO1)NCc1ccc(Cl)cc1	-4	3	8	-0.5	-4	7	-0.1	-2	5
Cc1ccc2cc3cc(C(=O)N4CCCCC4C)oc3nc2c1 (configuration not stated)	-18	-4	-11	-2.6	-5	8	-1.5	3	18
CC(C)CN1C(=O)C(=O)N(CC(=O)N2CCC(Cc3ccccc3)CC2)C1=O	1	9	-13	-2.1	-4	3	-0.9	-11	7
CCNC(=O)C1CCCN(C(=O)c2ccc3snnc3c2)CC1 (configuration not stated)	·	3	·	·	-2	-19	·	-12	2
Cc1ccc(C(=O)NCCn2cc(SCC(=O)Nc3nnc(C)s3)c3ccccc32)cc1	-3	-3	-14	3.6	-4	30	2.4	2	9
CC1(c2nnc(Cc3ccccc3)o2)CC(c2ccccc2)=NO1 (configuration not stated)	-12	10	-1	-1.6	-4	4	0.0	-3	8
CCOC(=O)c1c(C)c(C(=O)NCc2ccco2)c(C)n1CC	7	4	-1	-1.9	-10	-5	0.2	-2	2
COc1ccccc1-c1c(C)oc2c(CN3CCOCC3)c(O)ccc2c1=O	-8	20	-10	-0.3	5	8	1.1	-21	0
O=C(NCCNC(=O)c1ccc(Br)o1)c1cccnc1	3	6	6	1.0	-1	-11	-0.1	-5	0
CCOC(=O)C1=C(C)NC(C)=C(C(=O)OCC)C1C(=O)OCC(=O)N1CCc2ccccc21	-9	9	-18	-2.3	-4	-3	-0.8	-15	0
COc1ccc(OC)c(/C(O)=C/C(=O)C(=O)Nc2cc(C)cc(C)c2)c1	-12	7	-11	0.5	-2	13	0.9	-2	0
CCOC(=O)N1CCN(C(=O)c2ccc(OC(C)=O)cc2)CC1	-17	-2	-4	-0.4	-6	6	-0.1	9	0
CCOC(=O)c1c(C)[nH]c(C)c1C(=O)COC(=O)c1ccc(S(=O)(=O)C(F)F)cc1	-5	-1	0	1.1	-3	5	2.9	6	1
Cc1cnc(C(=O)Nc2ccc(S(=O)(=O)NCC(C)C)cc2)cn1	-11	3	9	1.4	-3	-9	0.7	-7	0
O=c1cc(-c2ccccc2F)oc2ccccc12	-3	11	-16	-2.2	-2	-3	-0.3	-16	1

Carrying on.
SMILES	OXTR potentiator	CHRM1 PAM	CHO parental Ca	OXTR ag	CHRM1 agonist	TAAR1 antagonist	V1R ag counter	CHRM1 antagonist	TAAR1 agonist
CCOc1ccccc1N(CC(=O)N1CCCCCC1)S(=O)(=O)c1ccc(C)cc1	·	-1	·	·	-6	-37	·	1	-2
CCN1CCN(C(=O)CN(c2ccc(F)c(Cl)c2)S(C)(=O)=O)CC1	-7	9	-11	-0.6	-14	0	0.3	-7	1
COCCCNC(=O)c1cc2cc([N+](=O)[O-])cc(OC)c2oc1=O	-10	1	-6	0.9	-3	-19	-0.1	-5	3
O=C(c1cccs1)N1CCC(Cc2ccccc2)CC1	-7	7	0	-1.6	-2	15	-0.5	0	9
CCc1nc2ccc(C)cc2c(C(=O)NC2CCCCC2C)c1C (configuration not stated)	3	7	-20	-2.4	-6	-10	-1.4	-6	2

4 entries drawn at random from those above:
SMILES	OXTR potentiator	CHRM1 PAM	CHO parental Ca	OXTR ag	CHRM1 agonist	TAAR1 antagonist	V1R ag counter	CHRM1 antagonist	TAAR1 agonist
COCCCNC(=O)c1cc2cc([N+](=O)[O-])cc(OC)c2oc1=O	-10	1	-6	0.9	-3	-19	-0.1	-5	3
CCN1CCN(C(=O)CN(c2ccc(F)c(Cl)c2)S(C)(=O)=O)CC1	-7	9	-11	-0.6	-14	0	0.3	-7	1
CCOc1ccccc1N(CC(=O)N1CCCCCC1)S(=O)(=O)c1ccc(C)cc1	·	-1	·	·	-6	-37	·	1	-2
O=C(c1cccs1)N1CCC(Cc2ccccc2)CC1	-7	7	0	-1.6	-2	15	-0.5	0	9
